USP1 inh – USP1/UAF1 (human) deubiquitinase inhibition; recombinant USP1/UAF1, Ub-Rhodamine cleavage fluorescence; Potency, µM (doses to about 57.1 µM), for the others: top-dose activity change, negative = inhibition, most hits filed as inhibitors; 390,000 compounds, 0.23% hits; AID 743255; further: potency means the concentration at half of the fitted maximal effect; on the % scale 0 is the no-effect control and ±100 the full control effect; nearly all actives have a fitted effect of over 60% in size; inactives centre near -12
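USP1/UAF1 complex (1 nM) preincubated 15 min at room temperature with compound, then Ub-Rho substrate (150 nM final) added. Kinetic fluorescence at 480/540 nm over 6 reads at 60 s intervals; 50 mM HEPES pH 7.8, 0.5 mM EDTA, 0.1 mg/ml BSA, 1 mM TCEP, 0.01% Tween-20.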
PI4K2A inh – blocks human PI4K2A kinase activity; Q9BTU6; purified PI4K2A, ADP-Glo luminescence, 1 h; stronger effect = lower value; activity change, negative = inhibition, % at 76.9 µM; 420,000 compounds, 0.13% hits; in the data active means activity change below about -50%; inconclusive means mostly about -30% to -49%;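 further: -100% = wells without enzyme as full effect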
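ADP-Glo luminescence measured ADP generated by PI4K2A enzyme (4 ug/mL before mixing) with 1.2 mM PI substrate (pre-mix) and 300 microM ATP (pre-mix). Tris pH7.5 buffer with MgCl2, Triton X-100; 1 h reaction at ambient temperature.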
RXFP1 ag – activates the human relaxin receptor RXFP1 | Q9HBX9 | HEK293T-RXFP1 cAMP TR-FRET, 30 min; response scale: percent of porcine relaxin response, buffer zero | Potency, µM (highest dose often 57.5 µM), for inactives: at the highest dose activation, usual class: activators | 370,000 compounds, 0.3% hits | AID 2676; further: potency means the concentration at half of the fitted maximal effect; on the % scale 0 is the no-effect control and ±100 the full control effect; nearly all actives have a fitted effect of over 60% in size; many of its hits are not listed in these tables
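cAMP rise read by TR-FRET after 30 min, 37C compound exposure (up to 58 uM) in RXFP1-transfected HEK293 cells with Ro 20174 present. EC50 from Hill-equation fits, with 29 nM porcine relaxin as 100% and buffer as basal.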
Glioma ERSR ind – ER stress response induction in glioma; 420,000 compounds, 0.02% hits; U87-MG GRP78 promoter luciferase reporter, 16 h; Potency, µM, inactives show at the top dose activation, hits mostly activators; further: potency means the concentration at half of the fitted maximal effect; series mostly up to about 76 µM; % of control where 0% means no effect; nearly all actives have a fitted effect of over 35% in size
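ERSR induction read as luciferase luminescence (Bright-Glo, 10 min at room temperature) in stably transfected human U87-MG glioma cells exposed to compounds for 16 h, using GRP78 as sensor.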
mIDH1 inhibitor – inhibitors of human mutant IDH1 R132H; O75874; IDH1-R132H enzyme, NADPH consumption, diaphorase/resazurin fluorescence; Potency, µM (doses to about 76.6 µM), for the others: at the highest dose activity change, negative = inhibition, usual class: inhibitors; 390,000 compounds, 0.093% hits; AID 602179; further: potency means the concentration at half of the fitted maximal effect; on the % scale 0 is the no-effect control and ±100 the full control effect; nearly all actives have a fitted effect of over 65% in size
Target sequence (O75874 whole entry R132H, stated change not applied): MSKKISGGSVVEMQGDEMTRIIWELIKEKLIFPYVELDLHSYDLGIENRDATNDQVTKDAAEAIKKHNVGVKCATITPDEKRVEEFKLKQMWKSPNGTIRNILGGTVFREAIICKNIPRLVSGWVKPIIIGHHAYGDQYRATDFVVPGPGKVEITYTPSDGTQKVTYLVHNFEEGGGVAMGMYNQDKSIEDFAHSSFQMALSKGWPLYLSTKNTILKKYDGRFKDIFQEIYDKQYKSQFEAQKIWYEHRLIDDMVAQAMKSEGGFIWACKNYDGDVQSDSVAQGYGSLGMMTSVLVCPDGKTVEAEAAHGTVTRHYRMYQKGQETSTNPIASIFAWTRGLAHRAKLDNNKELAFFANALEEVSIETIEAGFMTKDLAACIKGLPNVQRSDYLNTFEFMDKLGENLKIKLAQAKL
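IDH1-R132H (0.5 ug/mL) preincubated 30 min with compound, then NADPH (0.016 mM) and alpha-KG (2 mM) added; 80 min at RT, pH 7.5. Remaining NADPH coupled via diaphorase/resazurin to fluorescence (540/590 nm); concentration-response curves normalized to no-enzyme control.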
TrxR1 substrate – is turned over as a substrate by rat TrxR1; O89049; purified TrxR1 substrate turnover, NADPH consumption readout; Potency, µM (top dose mostly 114 µM), for the others: at the top dose activity change, negative = substrate turnover; 390,000 compounds, 0.01% hits; AID 588456; further: potency means the concentration at half of the fitted maximal effect; on the % scale 0 is the no-effect control and ±100 the full control effect; nearly all actives have a fitted effect of over 50% in size
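Rat TrxR1, dispensed at 90 nM, was prereduced with 400 uM NADPH (final) for 5 min at ~22 deg C, then incubated with compound 15 min before 400 uM selenite. A first-read NADPH fluorescence drop versus no-compound background flagged substrates.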
LDHA block – LDHA (human) enzyme inhibition; purified LDHA, NADH/diaphorase-resazurin fluorescence; stronger effect = lower value; AID 1347041; P00338; 480,000 compounds, 0.15% hits; activity change, % (values are at about 110 or 230 µM); in the data active means activity change below about -30%; inconclusive means mostly about -25% to -30%;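 further: plate controls were DMSO wells for no effect and wells without enzyme for full effect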
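Human LDH5 (2 nM) was incubated with 0.06 mM NADH and 0.2 mM pyruvate for 5 min at room temperature in Tris pH 7.4. Remaining NADH was coupled through diaphorase/resazurin, and resorufin fluorescence was read at 0 and 20 min.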
Vif-A3F inh – blocks the Vif interaction with APOBEC3F. AID 602313. HeLa A3F-eYFP + Vif (tagged APOBEC3F with the HIV-1 protein that degrades it), YFP fluorescence increase. Potency, µM (series often up to 46.1 µM), inactives show at the highest dose activity, negative = active. 390,000 compounds, 0.2% hits; further: potency means the concentration at half of the fitted maximal effect; % of control where 0% means no effect; nearly all actives have a fitted effect of over 65% in size
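HeLa cells stably expressing Vif plus C-terminally eYFP-tagged A3F were seeded, incubated overnight at 37 deg C, dosed with compound, incubated overnight again at 37 deg C. Yellow fluorescence (Ex 488/Em 500-530) reported blocked Vif-mediated A3F-eYFP degradation.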
Vif-A3G inh – inhibitors of Vif-APOBEC3G interaction; Q9HC16; HeLa A3G-eYFP + Vif (tagged APOBEC3G with the HIV-1 protein that degrades it), YFP fluorescence, overnight; Potency, µM (titrated, usually from 46.1 µM), for the others: top-dose activity, negative = active, hits mostly inhibitors; 410,000 compounds, 0.076% hits; AID 602310;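 further: potency means the concentration at half of the fitted maximal effect; on the % scale 0 is the no-effect control and ±100 the full control effect; nearly all actives have a fitted effect of over 60% in size; hits raise eYFP signal because A3G escapes Vif-driven loss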
Target sequence (Q9HC16 whole entry, looked up): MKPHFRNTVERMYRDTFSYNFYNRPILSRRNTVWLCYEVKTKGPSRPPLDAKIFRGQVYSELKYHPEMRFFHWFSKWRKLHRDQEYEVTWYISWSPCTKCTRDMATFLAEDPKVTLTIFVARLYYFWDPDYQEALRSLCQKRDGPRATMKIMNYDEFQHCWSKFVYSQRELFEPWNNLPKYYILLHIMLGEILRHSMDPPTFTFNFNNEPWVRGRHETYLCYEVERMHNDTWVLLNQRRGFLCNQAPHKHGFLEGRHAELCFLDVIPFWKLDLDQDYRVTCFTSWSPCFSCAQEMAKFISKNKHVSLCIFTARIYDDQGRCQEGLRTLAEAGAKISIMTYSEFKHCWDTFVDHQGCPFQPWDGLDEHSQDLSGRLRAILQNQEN
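Read-out is eYFP fluorescence (Ex 488/Em 500-530) from Vif-expressing HeLa A3G-eYFP cells; more signal means A3G escaped Vif-mediated degradation. Cells plated overnight, compound pinned in, incubated overnight at 37 deg C.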
* = called active by the depositor; ? = inconclusive; · = no result given; & = joins results of further samples; [ ] = another dose, or the depositor's remark. Unless noted, the call rests on the fitted dose curve; in most records, active means well fitted curve in the direction sought with a large enough effect; inconclusive means small, poorly fitted or top-dose-only effect, or another doubt; inactive means no such curve, though single readings can be large; an effect the other way counts as inactive or inconclusive. These rows are one share of the data; rates above refer to the full screens.

SMILES	USP1 inh	PI4K2A inh	RXFP1 ag	Glioma ERSR ind	mIDH1 inhibitor	TrxR1 substrate	LDHA block	Vif-A3F inh	Vif-A3G inh
COc1ccc(NC(=S)NC2CCCCCC2)c(OC)c1	-4%	-7	3.0%	10%	5%	-10%	-9	-1%	1%
Cc1cccc(-n2ncc3c(Nc4ccc(F)cc4)ncnc32)c1	-10%	-6	0.8%	0%	14%	-2%	2	0%	1%
CC(C)Cn1c(=O)n(C)c(=O)c2[nH]cnc21	6%	1&-3	4.2%	-3%&0%&-6%&-3%&-1%&-4%	-8%	3%[57.1 µM]	-9	-5%	-1%
COc1ccc(C(F)(F)F)cc1N/C=C/c1nnnn1-c1ccc(C)cc1	-24%	5	-1.7%	-4%	0%	4%	-2	-14%	-1%
CN(c1ccc(OC(=O)c2ccc(-n3cncn3)c([N+](=O)[O-])c2)cc1)S(=O)(=O)c1ccccc1	-18%	-2	1.3%	-3%	12%	-1%	1	-3%	1%
CCN(CC)CCCNC(=O)Cn1ncn2cccc2c1=O	4%	-6	3.6%	2%	5%	-1%[57.1 µM]	-5	-2%	0%
CCc1ccc(NS(=O)(=O)c2cc3c(cc2C)n(C)c(=O)c(=O)n3C)cc1	-16%	-3	4.4%	-7%	13%	2%	2	4%	-1%
O=C(/C=C/c1ccco1)Oc1cc(Br)cc(/C=N/NC(=O)c2ccccc2O)c1	-9%	42	1.1%	2%	-1%	-6%	6	?	-16%
CC(CN1CCCC(C(N)=O)C1)c1ccccc1 (stereo not drawn)	5%	-2	0.8%	-4%	4%	10%[57.1 µM]	-6	3%	4%
Cc1ccccc1S(=O)(=O)N(C)C[C@H]1OCc2cn(nn2)CCCC(=O)N([C@@H](C)CO)C[C@@H]1C	·	2	·	-3%	·	·	-1	·	1%
O=S1c2ccccc2Nc2ccccc21	-30%	-1	1.3%	-4%	-8%	0%	1	9%	0%
CN(C)/C=N/n1cnc2ccccc2c1=O	-13%	5	6.1%	1%	-12%	4%	0	-8%	-1%
Cc1cc(C)c2nc(N3CCCN(C(=O)c4ccco4)CC3)c(C#N)cc2c1	-32%	-6	16%	0%	0%	23%	0	-3%	1%
O=C(NN=C(Cc1ccccc1)Cc1ccccc1)c1ccc(F)cc1	-8%	-4	-0.1%	2%	-4%	-6%	0	-2%	-1%
CCOc1ccc(NC(=O)CCC(=O)NNC(=O)COc2ccc(C)cc2Br)cc1	-26%	-6	-3.0%	-1%	7%	6%	0	3%	0%
N#CC1=C(N)C(C#N)(C#N)C(c2ccc[nH]2)C2CCCC=C12 (stereo not drawn)	-25%	1	1.8%	2%	8%	6%	8	?	-10%
Cc1ccc(S(=O)(=O)N2CCOCC2)cc1C(=O)N1CCOCC1	2%	-10	0.7%	-2%	3%	1%[57.1 µM]	-9	-5%	-2%
CC(=O)Nc1nc(CC(C)C)cc(-c2ccccc2)c1C#N	-17%	-1	-1.3%	-4%	0%	-7%	-15	-15%	-1%
Cc1cc(C(=O)Nc2ccccc2Cl)c2ccccc2n1	-10%	0	-0.2%	0%	6%	-3%	-5	-5%	-4%
CCCC(=O)Nc1c(-c2ccc(OC)cc2)c(=O)c2ccccc2n1C	-14%	7	3.4%	-5%	3%	55%[activator]	-10	-13%	0%
CCCn1nc(C(=O)NC2CCCC2)c2ccccc2c1=O	-19%	-10	·	-4%	1%	4%	-3	2%	1%
CN(C)C(CNC(=O)c1cc(S(=O)(=O)N(C)c2ccccc2)ccc1Cl)c1ccccc1 (stereo not drawn)	-2%	2	0.0%	-6%	-2%	1%	-6	6%	2%
O=C(Nc1ccccc1N1CCCCC1)c1ncoc1-c1ccc(F)cc1	-16%	-1	1.3%	-5%	7%	16%	1	-12%	-2%
O=C(CCc1ccc(S(=O)(=O)N2CCOCC2)cc1)Nc1ccc(F)cc1[N+](=O)[O-]	-10%	0	·	-2%	1%	-8%	2	8%	0%
Cc1cccc2sc(NC(=O)CN3C(=O)C4CC=CCC4C3=O)nc12 (stereo not drawn)	-18%	0	4.9%	-3%	1%	7%[57.1 µM]	-8	-3%	-4%
COc1c(Cl)cc(Cl)cc1C(=O)Nc1ccc(CN2CCOCC2)cc1	-11%	7	0.1%	3%	-1%	-6%	-4	0%	2%
CC(C)C(=O)N[C@@H]1c2ccccc2CC[C@H]1OCc1ccccc1	-27%	-1	·	-2%	12%	12%	-1	6%	3%
Cc1cccc(NC(=O)c2ccc(NCC3CCCO3)c([N+](=O)[O-])c2)n1 (stereo not drawn)	-21%	-9	-3.3%	5%	3%	2%[57.1 µM]	-14	-3%	4%
Nc1ccccc1CNc1nc(NCCO)nc2c1ncn2CCN1CCOCC1	-17%	0	-24%	-1%	12%	1%	0	7%	-4%
Cc1ccc(C(=O)NCC(=O)NCc2cc(=O)n(C)c(=O)n2C)cc1	-11%	-4	3.8%	-5%	0%	-11%	-15	2%	2%

Reformatted: results already given.
SMILES | USP1 inh | PI4K2A inh | RXFP1 ag | Glioma ERSR ind | mIDH1 inhibitor | TrxR1 substrate | LDHA block | Vif-A3F inh | Vif-A3G inh
O=C(Nc1ccccc1N1CCCCC1)c1ncoc1-c1ccc(F)cc1 | -16% | -1 | 1.3% | -5% | 7% | 16% | 1 | -12% | -2%
O=C(CCc1ccc(S(=O)(=O)N2CCOCC2)cc1)Nc1ccc(F)cc1[N+](=O)[O-] | -10% | 0 | · | -2% | 1% | -8% | 2 | 8% | 0%
Cc1cccc2sc(NC(=O)CN3C(=O)C4CC=CCC4C3=O)nc12 (stereo not drawn) | -18% | 0 | 4.9% | -3% | 1% | 7%[57.1 µM] | -8 | -3% | -4%
COc1c(Cl)cc(Cl)cc1C(=O)Nc1ccc(CN2CCOCC2)cc1 | -11% | 7 | 0.1% | 3% | -1% | -6% | -4 | 0% | 2%
CC(C)C(=O)N[C@@H]1c2ccccc2CC[C@H]1OCc1ccccc1 | -27% | -1 | · | -2% | 12% | 12% | -1 | 6% | 3%
Cc1cccc(NC(=O)c2ccc(NCC3CCCO3)c([N+](=O)[O-])c2)n1 (stereo not drawn) | -21% | -9 | -3.3% | 5% | 3% | 2%[57.1 µM] | -14 | -3% | 4%
Nc1ccccc1CNc1nc(NCCO)nc2c1ncn2CCN1CCOCC1 | -17% | 0 | -24% | -1% | 12% | 1% | 0 | 7% | -4%
Cc1ccc(C(=O)NCC(=O)NCc2cc(=O)n(C)c(=O)n2C)cc1 | -11% | -4 | 3.8% | -5% | 0% | -11% | -15 | 2% | 2%

(next part)
SMILES	USP1 inh	PI4K2A inh	RXFP1 ag	Glioma ERSR ind	mIDH1 inhibitor	TrxR1 substrate	LDHA block	Vif-A3F inh	Vif-A3G inh
CC1CCN(S(=O)C23CC4CC(CC(C4)C2)C3)CC1 (stereo not drawn)	-5%	0	-0.7%	-5%	13%	6%[57.1 µM]	-2	0%	-2%
CCc1nnc(NC(=O)CCC(=O)N2CCCC2)s1	-14%	6	0.1%	-4%	1%	-5%	-8	-14%	4%
CCC(C(=O)NC1CCCC1)N(C(=O)Cn1nnc(-c2ccc(C)o2)n1)c1cccc(OC)c1 (stereo not drawn)	-15%	-3	-3.7%	-5%	0%	-6%[57.1 µM]	-1	6%	-1%
C/C(=N\NC(=O)Cc1cccn1C)c1cccc2ccccc12	-4%	2	0.9%	13%	7%	-3%	-2	7%	0%
Cc1ncoc1C(=O)N1CCCC(CCC(=O)NCc2ccc(F)c(F)c2)C1 (stereo not drawn)	-14%	4	2.2%	2%	6%	2%[57.1 µM]	3	0%	-3%
CNc1[nH]c(=O)[nH]c(=O)c1N=Nc1cc(Cl)ccc1Cl	3%	-2	·	0%	-6%	-6%	-2	16%	-1%
CCc1ccc(NC(=O)C2CCCN(S(=O)(=O)c3cccc4nsnc34)C2)cc1 (stereo not drawn)	-37%	-8	4.7%	-3%	-13%	1%	-4	?	-2%
CCc1nccn1CCC(=O)N1CCCC(Nc2ccc(F)cc2)C1 (stereo not drawn)	-18%	1	0.5%	-3%	-14%	0%	4	?	-1%
Cc1ccc(C(=O)NCCNC(=O)c2cccnc2)cc1	-18%	-3	-0.1%	0%	0%	4%	-5	7%	2%
Cc1cccc(C)c1NC(=S)NCCc1ccc(O)c(O)c1	-16%	4	0.5%	16µM*	3%	6%	9	-10%	-18%
CN(C)CCNC(=O)c1ccc(COc2ccc(Cl)cc2Cl)cc1	-14%	0	-0.5%	-1%	0%	7%[57.1 µM]	4	0%	-14%
CCn1c(-c2ccc3[nH]c(C)c(C)c3c2)n[nH]c1=S	-14%	-1	1.9%	0%	2%	13%	-6	-8%	-4%
Cc1ccnn1Cc1cc(C(=O)O)c2ccccc2n1	-18%	-3	-2.3%	-4%	-3%	-3%	0&1	0%	3%
C=CCNC(=S)N/N=C/c1ccc(C)cc1C	-24%	4	0.2%	-1%	2%	-9%[57.1 µM]	-3	?	-4%
COc1ccccc1C(=O)C1CCCN(Cc2cn[nH]c2C2CCCCC2)C1 (stereo not drawn)	-4%	4	-4.0%	-8%	-2%	0%	-3	-23%	1%

Screening results (PubChem)
